Bioassay records: PubChem BioAssay, NCI
NCI-60 one-dose screen, 48 h, at 10 µM unless noted. Numbers give growth in % (100 = growth as untreated, 0 = no growth, -100 = all killed).
IGROV1: IGROV1 ovarian cancer | actives 4.7% (n = 79,000) | AID 1794786
OVCAR-5: OVCAR-5 ovarian cancer; AID 1794783; actives 2.9% (n = 82,000)
SN12C: SN12C renal cancer cells | actives 3.8% (n = 81,000) | AID 1794767
OVCAR-3: OVCAR-3 ovarian cancer; actives 7% (n = 79,000); AID 1794787
OVCAR-4: OVCAR-4 ovarian cancer cells; actives 3.7% (n = 80,000); AID 1794784
NCI/ADR-RES: NCI/ADR-RES ovarian cells; actives 4.4% (n = 81,000); AID 1794790
NCI-H23: NCI-H23 lung cancer. actives 4% (n = 80,000). AID 1794731
SK-OV-3: SK-OV-3 ovarian cancer cells; actives 3.2% (n = 80,000)
NCI-H226: NCI-H226 lung cancer | actives 3.5% (n = 79,000) | AID 1794732
Numbers without * were called inactive; · = not tested or not shown; & = joins results of further samples. How the source made its calls: active means growth percent below 10; inactive means the rest.

SMILES	IGROV1	OVCAR-5	SN12C	OVCAR-3	OVCAR-4	NCI/ADR-RES	NCI-H23	SK-OV-3	NCI-H226
COc1cc(Cl)cc(-c2nn(-c3cccc(NC(=O)Nc4cc(C(F)(F)F)cc(C(F)(F)F)c4)c3)cc2-c2ccncc2)c1	23	22	9.3*	-1.6*	12	2.4*	-6.1*	6.8*	-6.0*
C=CCSc1nnc(COc2ccc(CNC(=O)CCCC/C=C/C(C)C)cc2OC)o1	95	103	95	107	99	91	97	107	92
Nc1ccc(C2=NN(C(=O)c3cc(-c4ccc(Cl)cc4)nc4ccccc34)C(c3cc(-c4ccccc4)nn3-c3ccccc3)C2)cc1 (stereo not given)	100	108	99	102	104	102	95	101	105
O=C(Nn1cnc2ccccc21)N1CCCC1	39	96	106	104	118	119	111	104	105
O=C1CN(CCN2CC(=O)NC(=O)C2)CC(=O)N1	·	93	104	113	96	100	96	102	95
Cc1nn(-c2ccccc2)c(C)c1N=Nc1ccccc1	91	83	96	94	98	103	96	100	90
COc1cc(/C=N\NC(=O)C[N+](C)(C)C)ccc1O	110	94	96	114	·	107	102	112	110
Cc1ccc(S(=O)(=O)Oc2ccc(-c3sc4cc(OS(=O)(=O)c5ccc(C)cc5)ccc4c3C(=O)c3ccc(OCCN4CCCCC4)cc3)cc2)cc1	84	105	85	85	88	94	87	85	78
CSCC[C@H](CO)NC(=O)CCC[C@@H](C)[C@H]1CC[C@H]2[C@@H]3CC[C@@H]4CNCCC[C@]4(C)[C@H]3CC[C@]12C	100	106	89	94	92	99	81	98	92
CCNC1(NC#N)CCCCC1	115	116	100	109	113	101	102	104	96
CCN(CC)c1ccc(C=NCc2ccco2)c(O)c1	111	106	105	97	104	102	99	102	100
C=C(C)C1CC=C(C)CC1 (stereo not given)	110	106	100	118	100	105	106	109	105
Cc1cc(C)c(C(=O)O)c(C)c1	109&98	109&101	102&101	107&116	112&102	104&101	98&100	114&97	95&113
O=C(COc1cccc(/C=C2\Cc3ccccc3C2=O)c1)Nc1nc2ccccc2s1	48	95	112	109	106	89	91	102	94
Cn1c(=O)c2c(nc(Cc3ccc(N)cc3)n2C)n(C)c1=O	·	140	94	·	111	126	117	95	89
COc1ccc(Cn2cncc2-c2c[nH]c3cc(Br)ccc23)cc1	88	94	84	102	81	84	88	100	66
COc1cc(C=O)ccc1OC(=O)c1cc(-c2ccc(C)cc2)n(-c2ccc(S(C)(=O)=O)cc2)n1	111	109	99	119	105	107	101	107	138
COc1cc(CNc2cccc3[nH]c(C(F)(F)F)nc23)cc(OC)c1	95	120	109	81	102	96	87	94	94
COc1cc(/C=C2\SC(=S)N(/C=C(/C#N)C(=O)c3ccc4ccccc4c3)C2=O)cc(OC)c1OC	65	79	81	88	87	87	71	59	64
NC(=S)N/N=C/c1cc([N+](=O)[O-])ccc1O	105	98	110	79	108	104	101	115	87

Rewritten with bars between the fields: two of the compounds above.
smiles | IGROV1 | OVCAR-5 | SN12C | OVCAR-3 | OVCAR-4 | NCI/ADR-RES | NCI-H23 | SK-OV-3 | NCI-H226
O=C(COc1cccc(/C=C2\Cc3ccccc3C2=O)c1)Nc1nc2ccccc2s1 | 48 | 95 | 112 | 109 | 106 | 89 | 91 | 102 | 94
Cn1c(=O)c2c(nc(Cc3ccc(N)cc3)n2C)n(C)c1=O | · | 140 | 94 | · | 111 | 126 | 117 | 95 | 89

Five compounds out of the list, ordered by SMILES length, high to low.
SMILES	IGROV1	OVCAR-5	SN12C	OVCAR-3	OVCAR-4	NCI/ADR-RES	NCI-H23	SK-OV-3	NCI-H226
O=C(COc1cccc(/C=C2\Cc3ccccc3C2=O)c1)Nc1nc2ccccc2s1	48	95	112	109	106	89	91	102	94
COc1cc(CNc2cccc3[nH]c(C(F)(F)F)nc23)cc(OC)c1	95	120	109	81	102	96	87	94	94
Cn1c(=O)c2c(nc(Cc3ccc(N)cc3)n2C)n(C)c1=O	·	140	94	·	111	126	117	95	89
CCN(CC)c1ccc(C=NCc2ccco2)c(O)c1	111	106	105	97	104	102	99	102	100
C=C(C)C1CC=C(C)CC1 (stereo not given)	110	106	100	118	100	105	106	109	105

Next structures:
SMILES	IGROV1	OVCAR-5	SN12C	OVCAR-3	OVCAR-4	NCI/ADR-RES	NCI-H23	SK-OV-3	NCI-H226
CC/C(=C(/c1ccc(Cl)cc1)c1ccc(OCCN2CCCC2)cc1)c1ccc(OC)cc1	82	73	80	79	73	67	53	101	89
COc1nccc2cc3c(=O)n4c(cc5ccccc54)c(=O)n3c12	67	107	96	103	97	100	90	102	·
CC1COc2c(N3CCN(C)CC3)c(F)cc3c(=O)c(C(=O)NNC(=S)Nc4cccc(C(F)(F)F)c4)cn1c23 (stereo not given)	97	101	97	108	97	100	104	107	88
Cc1cc(C2(c3cc(C)c(O)c(Br)c3C)OS(=O)(=O)c3ccccc32)c(C)c(Br)c1O	103	92	94	108	108	107	100	96	99
O=C1OCC2=C1C(c1ccccc1)c1cc3c(cc1N2CCO)OCCO3 (stereo not given)	18	37	35	-56*	31	-27*	31	22	16
O=C(O)C1=NN(c2ccc(S(=O)(=O)O)cc2)C(=O)C1N=Nc1ccc(S(=O)(=O)O)cc1 (stereo not given)	106	105	106	95	108	104	97	94	94
Nc1c(C(=O)c2ccccc2)nnc2ncnn12	106	121	101	105	116	107	96	98	94
COc1cc2nc(SCC(=O)NNS(=O)(=O)c3ccccc3)n(-c3ccc(Cl)cc3)c(=O)c2cc1OC	98	104	93	102	95	98	·	96	92
c1ccc2c3c([nH]c2c1)C1CC2CCCCC2CN1CC3 (stereo not given)	91	93	86	99	91	99	99	92	102
COc1cc2c3cc1Oc1cc(ccc1O)C[C@@H]1c4c(cc(OC)c(O)c4Oc4ccc(cc4)C[C@@H]3N(C)CC2)CC[N+]1(C)C	107	·	102	114	123	105	105	106	93
CCOC(=O)COc1nc(SCC(=O)Nc2nc3ccc(C)cc3s2)nc(-c2ccccc2)c1C#N	77	114	95	33	88	88	87	76	87
CC1(C)CC(O)(C(Cl)c2ccccc2)C(=O)c2ccccc21 (stereo not given)	62	97	93	93	66	92	92	112	88
Clc1nc(Oc2ccccc2)nc(-c2cn(-c3ccccc3)c3ccccc23)n1	28	101	86	7.9*	99	85	15	103	80
CCCCCCCCCCCCCCCCCCOC(=O)CCSCCC(=O)OCCCCCCCCCCCCCCCCCC	106	103	100	113	105	109	111	106	97
CCOC(=O)c1ccc2c(c1)c1c(C)c3cccnc3c(C)c1n2C	24	69	34	70	63	48	57	84	53
O=C(O)/C=C\C(=O)N1C/C(=C\c2ccccc2Cl)C(=O)/C(=C/c2ccccc2Cl)C1	1.9*	2.4*	-31*	-38*	·	4.6*	-25*	·	-85*
CC(=N/Nc1ccccc1)/C(C)=N/Nc1ccccc1	·	97	97	107	119	109	92	107	112
Cc1ccc(Cn2c(C)cc(C)c(C#N)c2=O)cc1	103	100	98	113	111	105	97	104	107
c1cc[n+](OCc2ccccc2CO[n+]2ccccc2)cc1	101	100	107	106	94	109	101	100	99
CCCC(O)C(CC)NC(Cc1ccccc1)c1ccccc1 (stereo not given)	86	92	81	106	88	96	104	95	95
Cc1ccc(S(=O)(=O)n2cccc2/C=C2\C(=O)N(c3c(Cl)cccc3Cl)c3ccccc32)cc1	101	90	99	97	92	84	93	·	77
O=C(CSc1ccc(Cl)cc1)Nc1ccc(-c2nc3ccccc3s2)c(Cl)c1	69	99	46	-11*	58	62	21	95	77
C#CCOc1cc(N(CC)CC)ccc1C(C(=O)NC(C)(C)C)N(C(=O)C1CCc2cc(F)ccc2O1)c1ccccc1F (stereo not given)	54	58	44	33	43	43	·	40	34
CC1(C)COC(c2ccc(CC(Cc3ccc(C4(C(C)(C)C)OCC(C)(C)CO4)cc3)C(=O)O)cc2)(C(C)(C)C)OC1	39	84	41	52	73	26	32	76	60
C#CC[C@@H]1C[C@]2(C)[C@H]3CC=C4[C@H]5CC(C)(C)CC[C@]5(C(=O)NCCCCN)CC[C@@]4(C)[C@]3(C)CC[C@H]2C(C)(C)[C@H]1OC(C)=O	33	22	-51*	49	50	82	79	116	90
N#Cc1ccc(C(=O)CSc2nnc3n4c(nn23)SCC(c2ccccc2)=N4)cc1	106	105	102	117	106	106	104	113	107
O=C(/C=C/Nc1cc(-c2ccccc2)nn1-c1ccccc1)c1ccc(Br)cc1	93	98	90	108	98	91	84	94	83
COc1ccc(N2C(=O)C3c4[nH]c5ccc(OCc6ccccc6)cc5c4C4CCC(C(C)C)CC4C3C2=O)cc1 (stereo not given)	60	84	103	109	48	109	104	116	104
OC1(CCCc2ccccc2)CCNCC1	103	103	104	115	119	106	103	106	104
CCCCn1cnc2c(SCc3ccc(Cl)cc3)nc(N)nc21	78	84	75	84	77	83	88	71	79
CC1(C)Cc2cc3ccccc3nc2-c2ccccc21	149	117	116	111	101	117	107	120	111
O=C(CC(O)c1ccccc1)Nc1ccccn1 (stereo not given)	108	104	93	108	97	106	99	94	·
Cc1cc(NCC(=O)Nc2ccc(-c3nc4ccccc4s3)cc2)no1	88	119	102	99	111	103	83	120	91
N#CSCc1cc(=O)c(O)co1	109	105	91	109	117	101	108	77	98
CC(C)(C)CC(C)(C)Nc1c(-c2ccncc2)nc2cnccn12	100	94	102	102	84	100	99	93	90
CCCCCN1CCSC(C(=O)Nc2ccccc2)C1 (stereo not given)	102	108	100	102	94	96	85	115	101
Cc1cc2nc(CC(=O)c3ccncc3)c(=O)[nH]c2cc1C	105	97	85	112	94	97	94	104	87
Nc1ncc(-c2ccc(NS(=O)(=O)c3ccc(Cl)c(Cl)c3)cc2)[nH]1	89	90	91	·	94	98	96	95	87
COc1ccc2oc(=O)c(-c3nn(-c4ccccc4)cc3-c3nn[nH]n3)cc2c1	100	95	100	110	104	112	104	97	98
COc1ccc(/C=C\C(=O)/C=C/c2ccc(OC)cc2)cc1	92	107	90	85	89	99	85	104	81

Full records as entered above:
Results for CCCCn1cnc2c(SCc3ccc(Cl)cc3)nc(N)nc21 = IGROV1 = 78; OVCAR-5 = 84; SN12C = 75; OVCAR-3 = 84; OVCAR-4 = 77; NCI/ADR-RES = 83; NCI-H23 = 88; SK-OV-3 = 71; NCI-H226 = 79
Results for CCOC(=O)c1ccc2c(c1)c1c(C)c3cccnc3c(C)c1n2C = IGROV1 = 24; OVCAR-5 = 69; SN12C = 34; OVCAR-3 = 70; OVCAR-4 = 63; NCI/ADR-RES = 48; NCI-H23 = 57; SK-OV-3 = 84; NCI-H226 = 53
Results for CCCCCCCCCCCCCCCCCCOC(=O)CCSCCC(=O)OCCCCCCCCCCCCCCCCCC = IGROV1 = 106; OVCAR-5 = 103; SN12C = 100; OVCAR-3 = 113; OVCAR-4 = 105; NCI/ADR-RES = 109; NCI-H23 = 111; SK-OV-3 = 106; NCI-H226 = 97

Additional records
SMILES	IGROV1	OVCAR-5	SN12C	OVCAR-3	OVCAR-4	NCI/ADR-RES	NCI-H23	SK-OV-3	NCI-H226
CCOC(=O)C1=C(C)NC(C)=C(C(=O)OC)C1c1cccc(Cl)c1Cl (stereo not given)	76	94	82	90	87	76	77	83	95
Cn1cc(-c2ccc3ncc(-c4ccc(CC(=O)Nc5cc(C(C)(C)C)no5)cc4)nc3c2)cn1	19	75	27	49	32	44	37	·	·
COc1ccc(OC)c2c(-c3ccccc3)c3ccccc3c(-c3ccccc3)c12	101	108	93	105	95	96	94	89	91
CCOC(=O)C(CC([N+](=O)[O-])[N+](=O)[O-])C(=O)OCC	102	105	106	106	110	101	99	103	94
O=[N+]([O-])c1ccc(CCc2ccc([N+](=O)[O-])cc2)cc1	·	100	98	113	83	106	102	101	95
C=CCn1cc(-c2nc3ccccc3s2)c2cc(-c3ccc4c5c(cccc35)C(=O)N(Cc3ccccc3)C4=O)ccc21	102	107	96	106	103	106	101	110	104
COc1ccc2c(c1OC)CCC2=O	102	102	108	105	108	94	92	94	109
CC1CCC/C(=N/Nc2ccc3ccccc3n2)C1 (stereo not given)	99	98	95	100	85	87	78	95	88

Compounds as they come; 9.4% or so of the library scored in one or more.
